ARNT TACC3 PPI = disruptors of ARNT/TACC3 protein interaction, primary screen, biochemical, AlphaScreen, single concentration; inhibition, % at 9.99 µM; Transforming acidic coiled-coil-containing protein 3 (Homo sapiens), Q9Y6A5; AlphaScreen His-ARNT PAS-B/GST-TACC3 binding, luminescence; TACC3 fragment carries E629A point mutation; 0.66% of 390,000 active;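 active = mean inhibition of replicates at least 50% and at least half of replicates each reaching 50%; inconclusive = half or more replicates reach 50% but mean below 50%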;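 note: 0% = complete ARNT plus TACC3 wells and 100% = ARNT alone without TACC3; many hits fall short of the cut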
esBAF inh = Bmi1 luciferase reporter increase in mESCs, primary screen, esBAF inhibitor project, mouse ES cells, Bmi1 luciferase knock-in, single point; reporter increase, % at 12.5 µM; 2% of 350,000 active; 24 h; 100% = twice the neutral-well signal; AID 602393, 2012; in the data active = activation above about 40%; inconclusive = no clear call, values can overlap the other calls;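 note: 0% = median of the plate's neutral control wells and 100% = double that signal; a rise in the Bmi1 reporter signal indicates esBAF inhibition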
RAD54 inh = inhibitors of human RAD54 branch migration, primary screen, biochemical, fluorescence, single point; DNA repair and recombination protein RAD54-like (Homo sapiens), Q92698; RAD54 Holliday junction branch migration, FAM/BHQ fluorescence; inhibition, % at 10.4 µM; 0.14% of 360,000 active; AID 602329, 2012;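 active = mean normalized replicate activity at least 40 and at least half of replicates scoring 40 or more; inconclusive = only one of the two criteria met; inactive = mean below 40 and under half of replicates reaching 40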;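 note: 0% = median of neutral control wells and 100% = median of positive control wells; inhibitors cause a drop in the FAM fluorescence signal; in these data hits start at about 50%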
Target sequence (Q92698 whole entry, looked up): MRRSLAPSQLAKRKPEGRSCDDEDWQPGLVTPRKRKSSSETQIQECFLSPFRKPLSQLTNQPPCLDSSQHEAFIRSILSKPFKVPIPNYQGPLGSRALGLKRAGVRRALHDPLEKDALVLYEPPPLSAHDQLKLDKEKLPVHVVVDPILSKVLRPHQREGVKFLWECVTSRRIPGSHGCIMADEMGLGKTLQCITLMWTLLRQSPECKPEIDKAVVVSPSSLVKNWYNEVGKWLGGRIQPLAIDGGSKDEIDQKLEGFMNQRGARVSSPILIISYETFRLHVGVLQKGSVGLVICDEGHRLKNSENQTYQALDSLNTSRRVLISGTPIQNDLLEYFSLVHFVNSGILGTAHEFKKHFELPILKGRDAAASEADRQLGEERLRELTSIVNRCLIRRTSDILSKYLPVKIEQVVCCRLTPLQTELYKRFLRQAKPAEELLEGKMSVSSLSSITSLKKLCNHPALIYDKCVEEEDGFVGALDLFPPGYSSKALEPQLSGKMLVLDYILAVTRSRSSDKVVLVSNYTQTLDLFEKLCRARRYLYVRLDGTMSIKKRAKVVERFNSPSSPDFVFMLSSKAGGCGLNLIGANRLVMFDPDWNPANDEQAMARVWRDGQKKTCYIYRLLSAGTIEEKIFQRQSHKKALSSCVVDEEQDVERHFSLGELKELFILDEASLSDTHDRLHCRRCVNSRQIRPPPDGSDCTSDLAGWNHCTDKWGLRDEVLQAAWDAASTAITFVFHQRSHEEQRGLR
Starred values were filed as active, the others as inactive; ? = inconclusive. This is a subset (hit frequency here may not be typical).

compound,ARNT TACC3 PPI,RAD54 inh,esBAF inh
CC(C)COc1ccc(C(=O)NCc2ccco2)cc1,-3.2,-12.1,30.6
O=c1oc(-c2cccs2)nc2ccccc12,22.4,-9.5,-2.6
COc1ccc(Br)cc1/C=N/NC(=O)c1nc(-c2ccccc2)n2c1CCCCC2,-8.7,11.1,3.7
O=C(Cc1c(F)cccc1Cl)Nc1ccon1,1.7,-8.7,2.8
CC1(C)Oc2ccc(C(=O)NC3CC3)cc2N(CC(=O)N2CCOCC2)C1=O,-7.2,-5.9,-4.4
CC1(C)C(=O)Nc2ccccc2N1C(=O)COC(=O)Cn1cnc2ccccc2c1=O,-5.7,-24.9,-12.5
CCOC(=O)C1CCCN(C(=O)Cc2c(C(=O)O)[nH]c3ccccc23)C1 (stereo unspecified),-13.8,-4.1,-3.6
Cc1cccc(C(=O)Nc2sc(C(=O)N3CCCC3)c(C)c2C#N)c1,32.6,5.8,4.3
Cc1cc2n(n1)C(c1ccsc1)Nc1ccccc1-2 (stereo unspecified),-0.7,6.1,-1.7
COc1ccc(/C=C(/C#N)C(=O)Nc2cccc(C)c2C)cc1C(=O)O,2.4,-10.8,-3.3
CCOC(=O)c1c(C)[nH]c(C(=O)OCC(=O)N2c3ccccc3CC2C)c1C (stereo unspecified),-3.4,1.1,3.1
CCCCOc1ccc(/C=c2\sc3ncnn3c2=O)cc1,-3.9,-7.9,-6.2
CS(=O)(=O)N1CCCC(C(=O)NCc2ccc(F)cc2Cl)C1 (stereo unspecified),-0.5,5.7,2.7
COc1nc(Oc2ccc(C(=O)O)cc2)nc(Oc2ccc(C(=O)O)cc2)n1,-11.1,-6.6,-1.5
O=C(CSc1nnc(-c2ccco2)n1Cc1ccccc1)c1ccccc1,-2.6,-20.8,44.5*
Cc1ccc(OCC(=O)N/N=C/c2ccc([N+](=O)[O-])o2)cc1,0.2,-3.3,6.3
CCSc1ncccc1-c1nc2ccccc2[nH]1,-6.1,2.5,20.9
CCOc1ccc(C(C)C)cc1S(=O)(=O)Nc1ccc(Cl)cn1,-5.9,-2.3,-7.5
COc1ccc(S(=O)(=O)N(C)CC(=O)Nc2ccccc2OC)cc1C,-8.0,18.2,6.8
COCc1cc(=O)[nH]c(Nc2nc3ccccc3o2)n1,59.9*,9.5,49.8*
Cn1c(CSCc2ccccc2)nnc1SCC(=O)Nc1nccs1,-1.3,-3.2,0.4
COCC(=O)Nc1ccccc1NC(C)=O,-1.7,-7.4,-1.2
C(=N\n1cnnc1)/c1ccc(N2CCOCC2)cc1,-6.1,-3.2,-4.8
c1ccc(CSc2snnc2-c2ccccc2)cc1,-2.2,4.4,?
COc1ccc(CC(=O)N2CCCc3ccccc32)cc1OC,-21.5,-5.7,-3.7
COC(=O)c1cc(Br)c(=O)n(CCC2=CCCCC2)c1,-8.3,-7.0,4.2
CCOC(=O)CSc1nccc(N(C)C)c1C#N,-8.8,-4.7,3.5
COc1ccc(C(=O)Nc2cc(OC)cc(OC)c2)cc1,-1.4,0.6,-0.1
COc1cc2c(cc1OC)-c1nc3ccccc3c(=O)n1C(C)(C)C2,0.0,-3.7,-8.0
COC(=O)CN(c1c(C)cccc1C)S(C)(=O)=O,-6.3,-3.9,-0.9
CC(C)CCOc1ccc(C(=O)O)cc1,-5.8,-5.8,-4.3
CC(C)c1ccc(C(C(=O)NC(C)(C)C)N(C(=O)CNC(=O)c2ccco2)c2cccnc2)cc1 (stereo unspecified),-9.2,11.7,2.4
COc1cc(OC)c2c(O)c3c(c(-c4c5c(c(O)c6c(OC)cc(OC)cc46)CO[C@@H](C)[C@H]5O)c2c1)[C@H](O)[C@H](C)OC3,7.5,-11.4,1.4
COc1cc(Br)c(C(C)NC(=O)c2ccc(C)cc2)cc1OC (stereo unspecified),-15.7,-8.3,-11.3
Cc1ccc2nc(-c3ccccn3)oc2c1,-3.6,2.1,-14.4
CCN(CC)c1ccc2nc3ccccc3[n+](CC)c2c1,14.5,54.0*,-66.4
CCOC(=O)C(C(=O)NCc1cccc(OC)c1)c1ncc(C(F)(F)F)cc1Cl (stereo unspecified),-18.4,3.4,2.7
CC(=O)c1ccc(OCCCCCCCOc2ccc(C(C)=O)cc2)cc1,-6.4,-12.4,-7.6
COc1ccc(C2C3=C(CC(C)(C)CC3=O)Oc3ncn(CC(C)C)c(=N)c32)cc1 (stereo unspecified),-5.3,-0.9,1.9
O=C(Nc1ccccn1)C(=O)N1CCCCC1,1.3,-0.8,16.3
CCc1nnc(NC(=O)c2ccc3c(c2)C(=O)N(CC)C3=O)s1,-1.1,-5.4,4.2
COc1ccc(Cn2nnnc2C(c2cc3cc(C)ccc3[nH]c2=O)N2CCOCC2)cc1 (stereo unspecified),0.3,2.0,-2.3
CN1CCC(N2CCN(c3cccc(C(F)(F)F)c3)CC2)CC1,-16.5,-10.3,-2.8
CCOC(=O)Cn1nc(C)c2ccccc2c1=O,-5.9,-11.0,2.1
CCN(C(=O)CN1CCN(C)CC1)c1cccc2ccccc12,-8.4,-3.0,-1.3
CCN(C(=O)c1ccco1)c1nnc(-c2ccc(OC)cc2)s1,-5.3,-2.2,20.9
Cn1c(=O)[nH]c(=O)c2c1nc(N(CCO)Cc1ccccc1)n2Cc1ccccc1Cl,-21.9,-7.6,-3.5
COc1ccc(S(=O)(=O)N(C)CC(=O)Nc2c(F)cccc2F)cc1,-2.6,0.6,-4.4
O=C(OCC(=O)N1CCc2ccccc21)C1=COCCO1,2.1,-1.1,23.4
CCn1c(SCC(=O)NCCc2ccc(Cl)cc2)nnc1-c1cccs1,-3.6,-2.2,-9.6
CCOC(=O)c1sc2nc(CC(=O)OC)nc(NCCN3CCOCC3)c2c1C,-1.1,2.1,-9.9
CCOc1ccccc1NC(=O)C(=O)NCC1CCCN1CC (stereo unspecified),3.3,-12.9,-2.4
Cc1ccc(NC(=S)NCCN2CCOCC2)cc1C,2.3,-2.4,3.5
Cc1nnc(NC(=O)c2c(F)c(F)c(F)c(F)c2F)s1,-7.0,-4.9,2.9
N#Cc1ccccc1N=C1CCCN1Cc1ccccc1,-3.5,2.3,4.7
O=C(NCC1CCCO1)c1cccc(-n2cnnn2)c1 (stereo unspecified),-9.3,-7.2,-6.5

Sorted by number of heavy atoms (low to high): part of the list above.
compound,ARNT TACC3 PPI,RAD54 inh,esBAF inh
c1ccc(CSc2snnc2-c2ccccc2)cc1,-2.2,4.4,?
CS(=O)(=O)N1CCCC(C(=O)NCc2ccc(F)cc2Cl)C1 (stereo unspecified),-0.5,5.7,2.7
O=C(CSc1nnc(-c2ccco2)n1Cc1ccccc1)c1ccccc1,-2.6,-20.8,44.5*

Remaining list, next part.
compound,ARNT TACC3 PPI,RAD54 inh,esBAF inh
COc1ccc(Sc2nnc(-c3ccccc3)cc2C#N)cc1,4.8,5.3,11.4
O=C(c1ccco1)N1CCN(C(=O)c2cnn3c(C(F)(F)F)cc(-c4cccs4)nc23)CC1,1.8,-3.9,0.4
COC(=O)c1sccc1NC(=O)/C=C\c1ccc(Cl)cc1Cl,15.8,-7.4,-9.7
CCOC(=O)C1CCCN(C(=O)C2CCCN(S(C)(=O)=O)C2)C1 (stereo unspecified),-0.3,-0.9,-8.2
COc1ccccc1CNc1n[nH]c(NCc2ccccc2OC)n1,7.8,3.8,10.1
Cc1cc2oc(=O)cc(CN3CCN(C/C=C/c4ccccc4)CC3)c2cc1O,13.6,17.9,-7.1
Cc1c(Br)c([N+](=O)[O-])nn1CC(=O)N1CCCc2ccccc21,-1.0,-5.9,5.9
O=P(O)(CCCP(=O)(O)CCc1ccccc1)CCc1ccccc1,0.4,0.2,1.8
CCOc1ccc(C2/C(=C(\O)c3cccc(OC)c3)C(=O)C(=O)N2c2cc(C)on2)cc1OC (stereo unspecified),3.1,-3.8,2.5
Cc1ncc(N=Nc2ccccc2Cl)c(-c2ccccc2)n1,15.2,6.5,-7.4
N#CC1=C(N)Oc2n[nH]c(-c3ccc(F)cc3)c2C1c1cccc(OC(=O)N2CCOCC2)c1 (stereo unspecified),20.0,-2.1,3.0
COc1ccccc1CNC(=O)c1ccc(CS(=O)(=O)c2ccccc2OC)o1,-8.1,-3.9,-1.1
CCCOC(=O)CCc1n[nH]c(=O)[nH]c1=O,-0.9,-0.1,-4.3
Cc1noc(C)c1COC(=O)COc1ccc2c(C)cc(=O)oc2c1,-3.8,2.9,1.9
CN1CCN(C(=O)C23CCC(C)(c4nc5ccccc5nc42)C3(C)C)CC1 (stereo unspecified),-2.5,9.2,4.3
O=C(O)C1C2C=CC(C2)C1C(=O)Nc1ccc2c(c1)OCCO2 (stereo unspecified),-1.5,1.1,-11.7
Cc1ccc(Nc2nc(CSc3nnnn3-c3ccccc3)cs2)cc1,2.5,-14.6,2.4
Clc1cccc(CSc2nccn2-c2ccccc2)c1,27.9,-4.4,4.8
CCc1ccc2[nH]c(=O)c(CN(CCN(C)C)C(=O)Nc3ccccc3OC)cc2c1,-1.6,7.5,-3.3
CCOc1ccc(C2=CC(c3ccccc3)n3ncnc3N2)cc1 (stereo unspecified),-1.2,-1.6,0.2
COc1ccc(C(=O)Nc2cc(C)cc(C)c2)cc1S(=O)(=O)N1CCOCC1,25.0,1.5,6.8
O=C(Nc1ccc(NC(=S)NC(=O)c2ccccc2Cl)cc1)c1cccc(Cl)c1,-1.2,4.2,5.1
Cc1[nH]c2ccc(-c3nnc(SCC(=O)c4ccccc4F)o3)cc2c1C,-0.2,7.7,7.8
COCCn1c(-c2ccccc2)nc2oc3ccccc3c(=O)c2c1=O,-9.9,5.5,8.6
O=C(Nc1nc2ccccc2n1CCN1CCOCC1)c1cn(-c2ccccc2)nc1-c1ccccc1,7.0,3.2,-19.6
CCN1C(=O)/C(=C\N2CCN(C)CC2)SC1=S,-2.0,-2.4,1.7
CCOc1ccccc1C(=O)Nc1cc(C(=O)NCCc2ccccc2)ccc1Cl,-11.1,-0.4,19.8
Cc1ccc(S(=O)(=O)N2CCCC2C(=O)NCc2ccco2)cc1 (stereo unspecified),-9.5,-5.9,-3.9
c1ccc(-c2nn3c(-c4ccco4)nnc3s2)nc1,7.7,-16.2,2.3
CC1NC(=O)NC1CCCCC(=O)O (stereo unspecified),-2.3,1.6,-2.0
COC(=O)N/N=C(\C)c1ccccc1Br,22.7,-0.5,4.9
CNC(=O)Cn1nc(-c2ccc(C)c(S(=O)(=O)N(C)C)c2)c2ccccc2c1=O,-3.1,9.6,-6.4
O=C(Cc1nn[nH]n1)NCc1ccccc1Cl,10.0,-3.0,4.4
O=C(COC(=O)C(Cc1ccccc1)NC(=O)c1ccco1)NC1CC1 (stereo unspecified),2.4,5.0,2.0
O=C(CSc1cccc2cccnc12)OCC(=O)c1ccc(Br)cc1,9.7,-2.3,-6.6
COc1ccc2c(c1)[nH]c1c(=O)n(CCC3=CCCCC3)cnc12,-1.4,2.0,4.9
COC(=O)c1ccc(NC(=O)Nc2ccc(F)c(Cl)c2)cc1,-1.8,1.0,-2.4
CCN1C(=O)CC(N2CCC(C(=O)N3CCOCC3)CC2)C1=O (stereo unspecified),-3.5,5.4,-5.9
COc1ccc(C(=O)CSc2nc3cccnc3n2C)cc1,-3.3,-4.8,-1.8
Cc1ccc(-n2ncc3c(=O)[nH]cnc32)c(C)c1,-2.3,-3.9,3.9
CCC(=O)C1=C(N2CCCC2)CC(C)(C)CC1=O,-3.0,-9.1,-12.2
COc1ccc(N(CC(=O)Nc2ccc(C)c(C)c2)S(=O)(=O)c2c(C)n[nH]c2C)cc1,1.4,0.0,-3.6
C=CCn1c(SCc2ccc(Cl)cc2)nc2c1c(=O)[nH]c(=O)n2C,3.5,-4.2,-5.7
CCCCC[C@H](O)/C=C/C1=C(CCCCCCC(=O)O)C(=O)CC1,-2.2,4.3,-3.0
O=S(=O)(c1ccc(N2CCN(S(=O)(=O)c3ccc4c(c3)OCCO4)CC2)nc1)N1CCCC1,-0.3,3.1,10.0

High-throughput results deposited in PubChem BioAssay by Broad Institute.
